# Screening data deposited in PubChem by National Center for Advancing Translational Sciences (NCATS).
# GLP1R cytotox: qHTS of GLP-1 Receptor Inverse Agonists: Cytotox Screen. HEK293 cAMP-luciferase reporter cells, luminescence, 24 h. Potency, µM (doses to about 38.3 µM), without a hit: at the highest dose activity change, negative = inhibition, actives largely listed as inhibitors. hit rate 0.13% among 410,000. AID 624418, 2012;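 also: loss of luciferase light is scored as toxicity; potency is read from the fitted curve at half-maximal effect; % is scaled to controls: 0 for no effect and ±100 for the full control effect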
#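 Quantitative HTS format, 1536 wells, 200 cells/uL seeded. Compounds: 23 nL, 24 h, 37 °C. Detection: luciferase reagent, luminescence at 12 min RT; decreased signal taken as cytotoxic.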
# GLP1R ag: qHTS of GLP-1 Receptor Agonists. Glucagon-like peptide 1 receptor (Homo sapiens), P43220. HEK293 GLP-1R CRE-luciferase, luminescence, 4-6 h; cells express a hypersensitive GLP-1R form. Potency, µM (titrated, usually from 45.6 µM), without a hit: top-dose activation, most hits filed as activators. hit rate 0.007% among 380,000. AID 624172, 2012; also: potency is read from the fitted curve at half-maximal effect; % of control where 0% means no effect
# D3 antag: qHTS of D3 Dopamine Receptor Antagonist: qHTS; max response, negative = inhibition, %; D3R cells, DiscoveRx beta-arrestin luminescence, antagonist mode; stronger effect = lower value; D(3) dopamine receptor (Homo sapiens), P35462; hit rate 2.5% among 360,000; AID 652054, 2013; in the data active = max response below about -50%; inconclusive = no clear call, values can overlap the other calls; also: % is scaled to controls: 0 for no effect and ±100 for the full control effect; mostly tested at two doses, the higher about 12 µM
# Target sequence (P35462 whole entry, looked up): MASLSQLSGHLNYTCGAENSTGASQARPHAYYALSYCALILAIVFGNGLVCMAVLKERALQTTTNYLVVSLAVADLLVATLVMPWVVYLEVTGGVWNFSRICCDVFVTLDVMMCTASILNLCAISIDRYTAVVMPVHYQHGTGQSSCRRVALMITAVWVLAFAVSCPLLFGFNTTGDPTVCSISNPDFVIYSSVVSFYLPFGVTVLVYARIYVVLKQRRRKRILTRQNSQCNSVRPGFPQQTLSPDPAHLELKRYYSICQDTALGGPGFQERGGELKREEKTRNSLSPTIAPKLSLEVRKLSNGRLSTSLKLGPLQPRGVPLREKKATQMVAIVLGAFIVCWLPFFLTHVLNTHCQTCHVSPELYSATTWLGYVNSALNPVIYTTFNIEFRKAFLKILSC
#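 Cells plated overnight at 1500 cells/well, then exposed to library compounds with dopamine controls for 90 minutes at 37 degrees C. DiscoveRx reagent added for 30–60 minutes at room temperature; luminescence read, quantitative HTS format.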
# GLP-1R inv ag: qHTS of GLP-1 Receptor Inverse Agonists (Inhibition Mode). HEK293 GLP-1R CRE-luciferase, luminescence, 24 h; GLP-1R form is constitutively active. Potency, µM (titrated, usually from 38.3 µM), for the others: at the top dose activity change, negative = inhibition, hits mostly inhibitors. hit rate 1.6% among 410,000; also: potency is read from the fitted curve at half-maximal effect; % is scaled to controls: 0 for no effect and ±100 for the full control effect; nearly all actives have a fitted effect of over 55% in size
#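 Seeding at 200 cells/uL, 12 h culture, 24 hr compound treatment, then luciferase reagent and a luminescence read; cells are HEK293 stably expressing a constitutively active GLP-1R plus cAMP-responsive luciferase.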
# D3 ag: qHTS of D3 Dopamine Receptor Agonist: qHTS | D3R DiscoveRx beta-arrestin cells, luminescence, 90 min | AID 652048, 2013 | max activation, % | hit rate 0.58% among 410,000; in the data active = max activation above about 30%; also: 0% is about no effect; mostly tested at two doses, the higher about 12 µM
#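 Agonist-mode cell screen: cells plated at 1500/well and incubated overnight at 37 °C, then exposed to library compounds for 90 min at 37 °C. Detection reagent was added for 30–60 min at room temperature, and luminescence was read.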
# aSyn yeast inh: qHTS of alpha-syn Inhibitors; Yeast expressing alpha-synuclein, growth rescue, BacTiter-Glo, 24 h; Potency, µM (doses to about 46.1 µM), for the others: at the top dose growth rescue (activation), most hits filed as activators; hit rate 0.14% among 370,000; also: potency is read from the fitted curve at half-maximal effect; % of control where 0% means no effect; nearly all actives have a fitted effect of over 65% in size
#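 Screening used galactose-induced yeast with toxic alpha-synuclein levels, exposed to compound for 24 hr at 30 deg C. Cell growth, read with BacTiter-Glo luminescence, gave the measured signal.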
# PTHR1 agonist: qHTS for PTHR1 Agonists: Primary Screen; AID 743266, 2014; HEK293 GP2 PTHR1 cells, GloSensor cAMP luminescence, 1 h; hit rate 0.075% among 410,000; Potency, µM (top dose mostly 115 µM), without a hit: at the highest dose activation, actives largely listed as activators; Parathyroid hormone/parathyroid hormone-related peptide receptor (Homo sapiens), Q03431; also: potency is read from the fitted curve at half-maximal effect; nearly all actives have a fitted effect of over 55% in size; some results filed as inactive show a strong effect at the top dose; inactives centre near -15; many of its hits are not listed in these tables
# Target sequence (Q03431 whole entry, looked up): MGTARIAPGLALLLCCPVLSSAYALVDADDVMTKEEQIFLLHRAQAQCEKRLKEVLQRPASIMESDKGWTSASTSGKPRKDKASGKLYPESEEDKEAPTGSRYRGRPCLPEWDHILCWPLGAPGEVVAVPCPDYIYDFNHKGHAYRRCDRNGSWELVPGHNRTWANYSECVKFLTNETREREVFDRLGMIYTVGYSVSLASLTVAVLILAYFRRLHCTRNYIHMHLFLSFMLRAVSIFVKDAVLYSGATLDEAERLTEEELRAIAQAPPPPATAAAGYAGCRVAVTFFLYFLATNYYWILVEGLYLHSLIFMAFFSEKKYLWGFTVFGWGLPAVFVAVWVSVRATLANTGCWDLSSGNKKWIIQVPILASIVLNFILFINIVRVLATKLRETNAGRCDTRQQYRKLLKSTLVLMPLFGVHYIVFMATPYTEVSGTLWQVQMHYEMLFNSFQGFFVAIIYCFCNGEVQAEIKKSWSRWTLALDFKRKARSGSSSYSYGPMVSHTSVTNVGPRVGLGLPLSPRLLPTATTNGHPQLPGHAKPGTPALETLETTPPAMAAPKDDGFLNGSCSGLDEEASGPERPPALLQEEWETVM
#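 HEK-293-derived GP2 cells expressing PTHR1 and a GloSensor cAMP reporter, 3,000/well, plated overnight, given luciferin plus IBMX (each 0.5 mM as added) for 1 h at 37 °C, then compound for 1 h at 37 °C. Luminescence was read after 15 min at room temperature.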
# TDP43 rescue: qHTS of TDP-43 Inhibitors | TDP-43 expressing yeast growth rescue, BacTiter-Glo, 24 h | Potency, µM (doses to about 46.1 µM), for the others: at the top dose growth rescue (activation), hits mostly activators | hit rate 1.8% among 410,000 | AID 652104, 2013; also: potency is read from the fitted curve at half-maximal effect; % of control where 0% means no effect; nearly all actives have a fitted effect of over 50% in size
#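 Growth rescue of TDP-43-toxic yeast measured as ATP luminescence (BacTiter-Glo). Cells grown to mid-log in raffinose, induced in galactose at OD600=0.02, exposed to compound 24 hr at 30 deg C.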
# KB-V1 MDR tox: qHTS assay for MDR1-selective chemotherapeutics: Primary screen using the drug-selected MDR subline cells KB-V1 | Potency, µM (top dose mostly 46.1 µM), without a hit: at the top dose activity change, negative = cytotoxicity, usual class: cytotoxic | KB-V1 MDR cells viability, CellTiter-Glo, 72 h | hit rate 3.4% among 400,000; also: potency is read from the fitted curve at half-maximal effect; % is scaled to controls: 0 for no effect and ±100 for the full control effect; nearly all actives have a fitted effect of over 60% in size
#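 Following 72 h at 37 degrees C with compound, KB-V1 cell viability was read by CellTiter-Glo luminescence, medium being phenol-red-free DMEM plus 10% FBS; concentration-response parameters came from normalized, curve-fitted qHTS data.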
# Active calls of the source: *; i = inactive; ? = inconclusive; · = not tested or not shown; [ ] = another dose, or the depositor's remark. Unless noted, calls follow the shape of the dose curve; as a rule, active = well fitted curve in the direction sought with a large enough effect; inconclusive = small, poorly fitted or top-dose-only effect, or another doubt; inactive = no such curve, though single readings can be large; an effect the other way counts as inactive or inconclusive. An excerpt. The share of hits here may be higher or lower than overall.
(1) COC(=O)C1=C(C)N(CCc2c[nH]c3ccc(OC)cc23)C(=O)C1
(2) O=C(c1ccco1)N(Cc1cccc([N+](=O)[O-])c1)c1ccc(Br)cc1
(3) Cc1nnsc1C(=O)Nc1ccc(Cl)cc1Cl
(4) CN(C)c1ccc(C2N(c3ccc(F)cc3)C(=O)C3CCCN32)cc1 (stereo not given)
(5) CCN1CCN(C(=O)c2cc(S(=O)(=O)Nc3ccc(S(C)(=O)=O)cc3)ccc2Cl)CC1
(6) O=C1/C(=C\c2ccc(O)cc2)SC(=S)N1Cc1ccccc1
(7) O=C1CCC(=O)N(O)CCCCCNC(=O)CCC(=O)N(O)CCCCCNC(=O)CCC(=O)N(O)CCCCCN1
(8) Fc1ccc(OCc2nn3c(Cn4nnc5ccccc54)nnc3s2)cc1

Compound	1	2	3	4	5	6	7	8
GLP1R cytotox	7%	-23%	7%	-6%	10%	7%	-4%	-4%
GLP1R ag	-1%	20%	1%	12%	-1%	-2%	-4%	1%
D3 antag	2	?	-8	-16	10	-82*	15	4
GLP-1R inv ag	1%	?	15%	2%	17%	11µM*	?	-4%
D3 ag	1	-12	-6	6	4	-24	65*	1
aSyn yeast inh	6%	12%	0%	-15%	8%	-25%	-16%	-4%
PTHR1 agonist	i	-63%[inhibitor]	-6%	-16%	-4%	-18%	-33%[inhibitor]	i
TDP43 rescue	0%	-21%[0.397 µM]	11%	3%	0%	·	16%	2%
KB-V1 MDR tox	0%	-28%	-15%	-3%	-3%	-6%	6%	?

(9) COc1ccc(Br)cc1/C=N/NC(=O)c1ccco1
(10) Cc1cnc(NC(=O)Cn2cnc3c2c(=O)n(C)c(=O)n3C)s1
(11) CCOc1ccc(N(CC(=O)N2CCOCC2)S(=O)(=O)c2ccc(SC)cc2)cc1
(12) Cc1nc2c(cc1C(=O)N/N=C/c1ccc(O)c(O)c1)c(=O)n(C)c(=O)n2C
(13) CCOC(=O)c1cc(C)n(CCc2ccccc2)c1C
(14) COCCc1nnc(NC(=O)C(C)C)s1
(15) COc1ccc(CNC(=O)c2sc(=O)n(Cc3ccc(C)cc3)c2C)cc1
(16) CCc1ccc(CNC(=O)CN2C(=O)CSc3c2c(C)nn3-c2ccccc2)cc1

Compound	9	10	11	12	13	14	15	16
GLP1R cytotox	-16%	0%	7%	0%	-5%	-13%	-10%	-3%
GLP1R ag	11%	0%	12%	9%	11%	7%	14%	·
D3 antag	0	5	2	0	?	7	-17	·
GLP-1R inv ag	-25%	4%	-15%	68%[activator]	?	9%	?	-1%
D3 ag	-14	5	-2	-5	-7	-11	0	0
aSyn yeast inh	3%	-6%	-5%	-2%	-9%	1%	2%	·
PTHR1 agonist	i	i	-10%	-24%	-27%	-13%	i	-16%
TDP43 rescue	9%	-19%	2%	-13%	8%	3%	17%	?
KB-V1 MDR tox	5%	14%	?	?	-19%	3%	21µM*	-7%

(17) CC1(C)Cc2cccc(C(=O)Nc3ccc(Cl)cc3)c2O1
(18) Cc1cc(C)n(CC(=O)O)c(=O)c1[N+](=O)[O-]
(19) CCOC(=O)N1CCN(C(=O)CSc2nc(-c3cccc(C)c3)ns2)CC1
(20) COc1ccc(-c2nc3sc(CCNS(=O)(=O)c4c(C)cc(C)cc4C)c(C)n3n2)cc1
(21) Cc1nc(-c2ccccc2)cc(N2CCCC2)n1
(22) CC1(C(=O)OCC(=O)Nc2nc(-c3ccc(F)c(F)c3)cs2)CC1(Cl)Cl (stereo not given)
(23) CN1CCN(C(=O)c2ccc(Cl)cc2)CC1
(24) O=C(CSc1ccc2nnc(-c3ccc(Cl)cc3)n2n1)N1CCCc2ccccc21

Compound	17	18	19	20	21	22	23	24
GLP1R cytotox	-3%	-9%[7.66 µM]	-21%	-1%	-32%	?	-7%	6%
GLP1R ag	2%	3%	8%	·	22%	-23%	0%	-13%
D3 antag	19	-23	21	·	20	19	1	-14
GLP-1R inv ag	11µM*	-5%[7.66 µM]	?	?	0%	?	16%	-2%
D3 ag	2	4	5	3	10	26	-7	3
aSyn yeast inh	-18%	-3%	5%	·	0%	-1%	-1%	-7%
PTHR1 agonist	-10%	-23%	-15%[57.5 µM]	-61%[inhibitor]	i	-48%[inhibitor]	-50%[inhibitor]	i
TDP43 rescue	18µM*	1%	?	35µM*	-5%	13%	-23%	9%
KB-V1 MDR tox	-28%	-10%	?	·	2%	·	5%	?

(25) C[C@H](CO)N1C[C@H](C)[C@@H](CN(C)C(=O)Nc2ccccc2)Oc2ccc(NS(=O)(=O)c3cn(C)cn3)cc2C1=O
(26) CCOC(=O)C1CNc2cc(S(=O)(=O)CC)ccc2O1 (stereo not given)
(27) CCOc1ccccc1N1CCN(Cc2cnc(-c3ccccc3)[nH]2)CC1
(28) Cc1ccc2oc(-c3cccc(NC(=O)Cc4cccs4)c3)nc2c1
(29) C=CCn1c(-c2cccc([N+](=O)[O-])c2)n[nH]c1=S
(30) Cc1cc(Cl)ccc1OCCCC(=O)N1CCCc2ccccc21
(31) Cc1cc(C)cc(N(C(=O)CCC(=O)Nc2cc(C)on2)C(C(=O)NC2CCCC2)c2ccco2)c1 (stereo not given)
(32) O=C(CSc1ncccn1)Nc1ccc2[nH]c(=O)[nH]c2c1

Compound	25	26	27	28	29	30	31	32
GLP1R cytotox	0%	-1%	-14%	14%	25%	-9%	0%	12%
GLP1R ag	-2%	-1%	7%	5%	2%	7%	12%	-7%
D3 antag	0	-22	-94*	?	-19	-14	-21	-7
GLP-1R inv ag	9%	18%	?	3%	42%[activator]	31%[activator]	?	21%
D3 ag	5	-4	-16	16	4	-11	-4	-1
aSyn yeast inh	-1%	0%	3%	-12%	3%	-15%	-1%	-4%
PTHR1 agonist	-13%	-14%	-4%	-43%[inhibitor]	i	12%[57.5 µM]	i	-1%
TDP43 rescue	6%	-23%	-7%	-16%	-2%	1%	-9%	0%
KB-V1 MDR tox	21%	7%	0%	-6%	-4%	-25%	-29%	5%

(33) CC(C)CC(N)c1csc(NC(=O)Nc2ccccc2Cc2ccccc2)n1 (stereo not given)
(34) COc1cc(NS(=O)(=O)c2ccc(C)c(C)c2)c(OC)cc1Cl
(35) CC(C)(C)OC(=O)N[C@@H](Cc1ccccc1)C(=O)N[C@@H](CO)[C@H](O)[C@@H]1C[C@@H]1C(=O)NC1CCCCC1
(36) C=CCn1c(C)nnc1SCC(=O)NC1CC1
(37) O=C(c1cccc(C(F)(F)F)c1)C1CCCN(C(=O)/C=C/c2cnc[nH]2)C1 (stereo not given)
(38) CCOC(=O)c1cc(-c2csc(COc3ccccc3Cl)n2)on1
(39) COc1cc(C2NC(=O)C(C#N)=C(S)N2c2ccccc2)ccc1OC(C)C (stereo not given)
(40) Cc1ccc(OC2CCN(C(=O)C3CCC(=O)N(C4CC4)C3)CC2)cc1 (stereo not given)

Compound	33	34	35	36	37	38	39	40
GLP1R cytotox	-19%	4%	10%	3%	-11%	-11%	-2%	-5%
GLP1R ag	-6%	4%	-2%	0%	-3%	0%	6%	-10%
D3 antag	?	-22	13	8	-20	17	-67*	9
GLP-1R inv ag	?	-25%	15%	28%	10%	-3%	16%	-16%
D3 ag	-7	-2	2	2	-3	2	0	6
aSyn yeast inh	-9%	23%	2%	14%	2%	0%	2%	-1%
PTHR1 agonist	-29%	7%[57.5 µM]	i	i	i	-20%	i	i
TDP43 rescue	26%	?	11%	11%	5%	6%	24%	-6%
KB-V1 MDR tox	?	18µM*	0%	?	-4%	11%	16%	3%

(41) CC(C)(C)NC(=O)COC(=O)c1ccc(S(=O)(=O)N2CCCC2)cc1
(42) O=C(Nc1nnc(-c2ccco2)o1)c1cccc2ccccc12
(43) COc1ccc(CNc2n[nH]c(-c3ccco3)n2)cc1OC
(44) COc1cc(OC)cc(C(=O)NC(=S)Nc2ccc(N3CCCC3)cc2)c1
(45) Nc1nnc(C(c2ccccc2)c2ccccc2)s1

Compound	41	42	43	44	45
GLP1R cytotox	0%	-13%	-3%	?	-10%
GLP1R ag	2%	-8%	·	-7%	-8%
D3 antag	1	-3	·	3	-29
GLP-1R inv ag	32%[activator]	6%	-3%	?	-37%
D3 ag	0	2	3	-2	2
aSyn yeast inh	-16%	-1%	·	-6%	-1%
PTHR1 agonist	-14%	i	-21%	i	i
TDP43 rescue	-2%	0%	25%	-21%	8%
KB-V1 MDR tox	4%	?	·	?	6%

# Complete entries, looked up by structure. Order of values: GLP1R cytotox	GLP1R ag	D3 antag	GLP-1R inv ag	D3 ag	aSyn yeast inh	PTHR1 agonist	TDP43 rescue	KB-V1 MDR tox
# `CC(C)(C)NC(=O)COC(=O)c1ccc(S(=O)(=O)N2CCCC2)cc1` across the screens: 0%	2%	1	32%[activator]	0	-16%	-14%	-2%	4%
# `Nc1nnc(C(c2ccccc2)c2ccccc2)s1` across the screens: -10%	-8%	-29	-37%	2	-1%	i	8%	6%
# `COc1cc(OC)cc(C(=O)NC(=S)Nc2ccc(N3CCCC3)cc2)c1` across the screens: ?	-7%	3	?	-2	-6%	i	-21%	?
